# Screens as filed in PubChem BioAssay.
# procasp3 activ – activates human procaspase-3; recombinant procaspase-3 D3A, Ac-DEVD-pNA absorbance 405 nm; activation, % at 8.5 µM; 330,000 compounds, 0.11% hits;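 active means activation above the mean of all tested compounds plus 3 SD, cut at about 21% in these data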;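 further: 0% = DMSO alone and 100% = DMSO wells spiked with extra 5 µM PC-3 D3A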
#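 assay system = Procaspase-3 D3A mutant | signal = absorbance at 405 nm, 0 and 120 min | times = 1 h preincubation plus 2 h reaction at 25 °C | repeats = single replicate | read-out = % activation between DMSO and enzyme-spiked controls | medium = Zinc-free HEPES saline buffer with Triton X-100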
# procasp7 counter – counter-screen: procaspase-7 (human) activation; P55210; recombinant procaspase-7, Ac-DEVD-pNA absorbance 405 nm; D23A/D198A/D206A triple mutant, cannot self-cleave; scale: DMSO 0, 5 µM enzyme 100; activation, % at 8.5 µM; 330,000 compounds, 0.093% hits; AID 463210;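 active means percent activation above the screen-wide mean plus 3 SD, cut at about 25% in these data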
#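 System: Procaspase-7 triple mutant (PC-7 D3A); measure: % activation from two-timepoint absorbance difference, scaled to controls; times: 1 h compound preincubation, 2 h substrate cleavage, 25 °C; also added: Ac-DEVD-pNA substrate, 400 µM as added; measured by: Epi-absorbance of released pNA at 405 nm, two timepoints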
# LAP4-GFP MLPCN – modulators of TOR pathway LAP4-GFP in S. cerevisiae; GFP response vs DMSO, % at 10 µM; 320,000 compounds, 0.34% hits; S. cerevisiae LAP4-GFP multiplex, flow cytometry GFP, 3 h; median GFP as percent of DMSO wells; AID 2023;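 active means GFP response vs DMSO above a set limit, about the screen mean plus 3 SD, cut at about 150% in these data; inconclusive means under 70 cell events counted for the yeast strain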
# MEP2 TOR yeast – modulators of TOR pathway MEP2-GFP in S. cerevisiae; S. cerevisiae MEP2-GFP strain, flow cytometry GFP, 3 h; 100% = DMSO control level; GFP response vs DMSO, % at 10 µM; 330,000 compounds, 0.51% hits;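 active means GFP response versus DMSO above a set limit, roughly screen mean plus 3 SD, cut at about 180% in these data; inconclusive means fewer than 70 cells counted for a yeast strain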;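 further: median GFP fluorescence of the barcode-gated MEP2-GFP cells per well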
# CIT2 TOR yeast – modulators of TOR pathway CIT2-GFP in S. cerevisiae. S. cerevisiae CIT2-GFP strain, flow cytometry, 3 h; 100 means same as DMSO wells. 320,000 compounds, 0.065% hits. GFP response vs DMSO, % at 10 µM;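 active means GFP response relative to DMSO above a set limit, near the screen mean plus 3 SD, cut at about 150% in these data; inconclusive means Fewer than 70 cells measured for a yeast strain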;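 further: ratio of well median GFP fluorescence to mean of DMSO wells on the plate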
# AGP1 TOR yeast – yeast TOR pathway AGP1-GFP modulation. 320,000 compounds, 0.02% hits. AID 2066. GFP response vs DMSO, % at 10 µM. S. cerevisiae AGP1-GFP multiplex flow cytometry, 3 h; GFP as percent of DMSO wells;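 active means GFP response relative to DMSO above a set limit, near screen average plus 3 SD, cut at about 150% in these data; inconclusive means fewer than 70 cells counted for the yeast strain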;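 further: median GFP channel fluorescence of the gated AGP1 strain per well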
# AHR activator – human AHR activation; activation, % at 5 µM; AID 2796; AHR-responsive luciferase reporter cells, luminescence; 320,000 compounds, 2.5% hits; in the data active means activation above about 47%;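 further: 0% = vehicle wells and 100% = reference agonist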
# Target sequence (P35869 whole entry, looked up): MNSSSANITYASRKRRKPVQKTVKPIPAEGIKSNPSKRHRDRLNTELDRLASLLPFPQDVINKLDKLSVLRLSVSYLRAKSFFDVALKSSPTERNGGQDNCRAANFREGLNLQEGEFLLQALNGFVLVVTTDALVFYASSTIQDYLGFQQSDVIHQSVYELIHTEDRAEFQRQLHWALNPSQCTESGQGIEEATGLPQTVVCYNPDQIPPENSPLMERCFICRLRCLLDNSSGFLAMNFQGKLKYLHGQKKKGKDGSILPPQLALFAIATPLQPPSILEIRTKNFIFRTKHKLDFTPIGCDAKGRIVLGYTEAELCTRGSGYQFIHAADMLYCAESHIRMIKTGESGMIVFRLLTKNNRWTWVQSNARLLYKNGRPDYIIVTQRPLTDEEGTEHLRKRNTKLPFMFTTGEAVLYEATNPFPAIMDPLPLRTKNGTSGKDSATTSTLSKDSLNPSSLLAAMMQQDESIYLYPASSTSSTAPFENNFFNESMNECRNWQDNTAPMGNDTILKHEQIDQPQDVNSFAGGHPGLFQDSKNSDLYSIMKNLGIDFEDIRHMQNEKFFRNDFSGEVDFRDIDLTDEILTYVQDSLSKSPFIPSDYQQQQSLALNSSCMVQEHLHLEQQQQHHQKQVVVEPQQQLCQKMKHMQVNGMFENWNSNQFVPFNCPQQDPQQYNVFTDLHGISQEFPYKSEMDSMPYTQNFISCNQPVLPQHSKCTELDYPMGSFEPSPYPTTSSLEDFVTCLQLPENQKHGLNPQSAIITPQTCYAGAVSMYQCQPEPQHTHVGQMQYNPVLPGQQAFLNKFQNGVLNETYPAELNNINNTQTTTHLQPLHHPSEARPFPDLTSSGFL
# RPL19A TOR yeast – alters RPL19A-GFP fluorescence in TOR pathway yeast screen | S. cerevisiae RPL19A-GFP strain, flow cytometry, 3 h; active compounds read low | percent response vs DMSO, % at 10 µM | 330,000 compounds, 0.3% hits | AID 2025;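 active means percent response vs DMSO below 50%; inconclusive means fewer than 70 events counted for the yeast strain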;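 further: median channel GFP fluorescence of the barcoded RPL19A-GFP strain; ratio of sample median GFP to plate DMSO average so 100% = DMSO; lower means less RPL19A-GFP as with rapamycin TOR inhibition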
# * hit, by the source's call; ? = inconclusive; nt = no result given; [ ] = remark or other dose.
Compound	procasp3 activ	procasp7 counter	LAP4-GFP MLPCN	MEP2 TOR yeast	CIT2 TOR yeast	AGP1 TOR yeast	AHR activator	RPL19A TOR yeast
O=C(NC1CCN(C(=O)NCc2ccccc2)CC1)c1ccco1	0	-5	96	97	94	99	6	96
Cc1nn(CC(=O)Nc2ccc(Cl)cc2)c(=O)c2cc(-c3ccccc3)nn12	-2	2	96	95	96	98	5	99
C/C(=N\NC(=S)Nc1cc(S(=O)(=O)N2CCOCC2)ccc1Cl)c1ccccc1F	-12	-13	92	100	98	93	25	101
COc1cccc(OC)c1NC(=O)CN(C)S(=O)(=O)c1ccc2c(c1)OCCO2	1	2	120	110	106	109	2	105
Nc1ncnc(Sc2ccccc2)c1[N+](=O)[O-]	-3	15	97	101	97	91	0	96
Nc1ccccc1C(=O)NNC1=C(C(=O)C(F)(F)F)CCC1	4	4	103	97	93	95	16	97
COc1cc(C)ccc1S(=O)(=O)NC1CC(C)(C)NC(C)(C)C1	3	8	98	107	96	98	-1	96
COc1ccc(Cc2cnc(N)s2)cc1	-9	-7	82	79	78	82	-1	92
CC(=O)Oc1ccccc1/C=C1\CCOC1=O	3	2	104	107	100	103	-9	104
COc1ccc(C(=O)Nn2c(C)nc3ccccc3c2=O)cc1OC	2	-3	91	92	102	95	1	95
Cc1ccccc1Oc1ccc(-c2nc(N)nc(N)n2)cc1	4	10	101	95	96	92	0	95
O=C(COC(=O)c1ccc(Cl)c(S(=O)(=O)N2CCOCC2)c1)NCc1ccco1	-5	8	101	100	90	101	3	96
CC(=O)Nc1cc(C(=O)N(C)Cc2ccco2)ccc1Sc1ccc(C)cc1	-6	-5	88	96	96	96	0	99
COc1ccc(NC(=S)N(CCO)Cc2ccccc2)cc1	0	-1	91	98	101	94	2	97
Cc1csc(SCC(=O)Nc2ccccc2C)n1	5	0	92	91	92	94	0	93
CSc1ccccc1NC(=O)CN(C)CC(=O)c1c(C)[nH]c2ccccc12	-9	0	104	104	101	100	13	101
O=C(COC(=O)Cc1ccc(Br)cc1)NC1CCCCC1	4	3	100	103	107	97	0	100
CN(C)S(=O)(=O)c1ccc(C(=O)NCC[N+]2(C)CCCCCC2)o1	-2	0	92	93	101	93	-2	98
Cc1ccc(C)c(OCc2cc(C(=O)N3CCC(N4CCCC(O)C4)CC3)no2)c1 (configuration not stated)	4	4	99	110	103	102	-1	105
N=C1/C(=C\c2coc3ccccc3c2=O)C(=O)N=C2SC=CN12	-3	7	118	91	103	99	18	97
OC(CCc1ccncc1)c1ccccc1 (configuration not stated)	10	2	111	91	99	84	3	102
CCC1CCCCN1C(=O)c1cccc(S(=O)(=O)Nc2cc(C(F)(F)F)ccc2Cl)c1 (configuration not stated)	-7	-5	98	105	98	97	0	106
COc1ccc(CCN2CN(S(=O)(=O)c3ccc(C)cc3)c3nc4ccccc4nc32)cc1OC	-3	7	85	93	98	93	3	92
CC1CN(CCOc2ccccc2[N+](=O)[O-])CC(C)O1 (configuration not stated)	-1	4	95	106	112	104	-1	104
COc1cccc2c3c(c(=O)[nH]c12)CC(C)(C)O3	-1	12	107	87	97	100	1	91
CCOC(=O)c1ccc(N2C=C(C(=O)OC)C(c3ccc(OC)c(O)c3)C(C(=O)OC)=C2)cc1	9	11	72[may fluoresce violet]	769*[may fluoresce violet]	?	18[may fluoresce violet]	2	49*[may fluoresce violet]
CC(=O)Nc1cccc(NS(=O)(=O)c2ccccc2[N+](=O)[O-])c1	5	4	100	94	99	98	3	94
COc1ccccc1/C=N/NC(=O)c1sc(C)nc1C	-4	-4	98	99	95	97	28	94
Cc1cc2[nH]c(=O)c(=O)[nH]c2cc1S(=O)(=O)Nc1cccc(Cl)c1	-3	8	86	85	98	98	3	96
O=C(CN1C(=O)c2ccccc2S1(=O)=O)NCCSC1CCCCC1	-6	3	101	113	112	109	4	100
O=[N+]([O-])C(=C1Nc2ccccc2N1)C(Cl)=C(Cl)Cl	-1	-24	100	102	101	102	13	105
O=C(COC(=O)CCOc1ccccc1)NCCC1=CCCCC1	5	-9	117	95	93	94	2	95
O=C(Cn1nc(-c2nn(CC(=O)c3ccccc3)c3[n+]2CCCCC3)[n+]2c1CCCCC2)c1ccccc1	-8	4	108	96	96	105	-4	99
CCC1CCCCN1CCCNC(=O)c1ccc2c(=O)n(Cc3ccc(OC)cc3)c(=O)[nH]c2c1 (configuration not stated)	3	0	107	107	109	112	0	100
N#Cc1ccsc1NC(=O)c1cccc(-n2cnnn2)c1	-12	-21	93	107	104	95	13	104
C/C(=N\c1nc2ccccc2n1C)c1cc(Cl)ccc1O	3	0	96	105	100	nt	8	97
O=C(COC(=O)/C=C/c1ccc(Cl)c(Cl)c1)NC1CC1	12	1	79	99	115	88	0	109
COc1ccccc1/C=C1\CCCC2=C1Nc1nnnn1C2c1ccccc1OC (configuration not stated)	-4	12	95	102	98	100	2	97
CCOc1ccc(S(=O)(=O)NCCC(=O)NCc2ccco2)cc1	-8	-6	94	93	107	98	1	96
COC(=O)c1c(NC(=O)C2COc3ccccc3O2)sc2c1CCN(C(C)=O)C2 (configuration not stated)	-1	1	90	97	93	94	8	97
CC(C)CN(C(=O)COC(=O)C1=COCCO1)c1c(N)n(Cc2ccccc2)c(=O)[nH]c1=O	10	11	95	89	84	90	0	87
CC(C)(C)NS(=O)(=O)c1ccc(-c2csnn2)s1	6	8	101	106	93	104	3	103
COc1ccc(Cl)cc1NC(=O)CN1C(=O)NC2(CCCC2)C1=O	10	-5	98	102	95	95	3	100
CCN(CC)CCNC(=O)CCCCCn1c(=O)[nH]c2cc(C(=O)OC)ccc2c1=O	10	10	101	110	102	102	2	102
Cc1cccc(OCCNC(=O)c2ncn[nH]2)c1	2	-4	94	97	nt	99	0	99
Cc1ccc(C(C)NC(=O)Cc2cccs2)c(C)c1 (configuration not stated)	6	0	82[may fluoresce red and violet]	102[may fluoresce red and violet]	?	92[may fluoresce red and violet]	-1	?
CCCn1c(SCC(=O)Nc2cccnc2Cl)n[nH]c1=O	0	-12	100	99	94	98	-1	94
Cc1ccc(Nc2nc(-c3cccnc3)cs2)cc1Cl	3	2	74	102	117	101	45	104
O=C(CSc1nccc(=O)[nH]1)N1c2ccccc2CCc2ccccc21	-3	-1	96	96	93	94	0	91
CC(CCc1ccccc1)NC(=O)CCNC(=O)Cn1ccc2ccccc2c1=O (configuration not stated)	2	-7	96	93	99	105	-1	99

# The list goes on:
Compound	procasp3 activ	procasp7 counter	LAP4-GFP MLPCN	MEP2 TOR yeast	CIT2 TOR yeast	AGP1 TOR yeast	AHR activator	RPL19A TOR yeast
N#Cc1nc(-c2ccco2)oc1N1CCN(C(c2ccccc2)c2ccccc2)CC1	-2	7	92	97	94	93	-1	94
O=C(O)/C=C/C(=O)NCCNc1ncc(C(F)(F)F)cc1Cl	-6	-20	87	100	111	88	-3	94
Cc1cccc(C)c1NS(=O)(=O)c1cc2c3c(c1)CCN3C(=O)CC2	4	0	95	99	100	103	-1	99
Cc1ccc(C2N3CC4([N+](=O)[O-])CN2CC([N+](=O)[O-])(C3)C4(C)C)cc1 (configuration not stated)	6	13	96	108	82	73	1	104
CCn1cc(C(=O)N2CCN(c3ccccn3)CC2)c(=O)c2cc(S(=O)(=O)N(C)C3CCCCC3)ccc21	1	7	115	89	94	100	-1	96
CCCn1ccnc1SC(C)C(=O)Nc1c(C)n(C)n(-c2ccccc2)c1=O (configuration not stated)	-2	0	94	100	104	100	0	99
O=C(NCc1ccncc1)c1ccc(NS(=O)(=O)c2ccccc2)cc1	8	5	110	116	97	98	13	97
O=C(NC1CCCCC1)C1CCCN1S(=O)(=O)c1ccc(F)cc1 (configuration not stated)	-1	-2	99	102	100	104	1	103
COc1cccc(NC(=S)N2CCCN(Cc3ccc(F)cc3)C2)c1	3	-9	98	103	93	99	1	97
Cc1ccc(C(=O)O/N=C(\N)c2ccccn2)c(Cl)c1	2	11	98	107	89	83	-2	99
Nc1c(C(=O)N/N=C/c2ccc(Cl)cc2)cnn1-c1ccccc1	-1	0	113	111	111	109	38	107
COc1ccc(S(=O)(=O)CCC(=O)Nc2ccc(OC)cc2OC)cc1	-3	2	105[may fluoresce violet]	96[may fluoresce violet]	?	31[may fluoresce violet]	1	90[may fluoresce violet]
CC(C)C(=O)OCC(=O)NCc1ccccc1Cl	1	8	114	107	111	105	-1	101
CC(=O)Nc1cccc(NC(=O)C2CCCN2C(=O)Nc2ccccc2C)c1 (configuration not stated)	1	0	98	98	103	101	0	98
O=C(Nc1ccccc1)Nc1cnccn1	4	4	98	97	100	96	19	100
CCS(=O)(=O)N1Cc2ccccc2CC1C(=O)Nc1ccc(OC)c(OC)c1 (configuration not stated)	-3	9	102	106	116	108	5	105
CCc1nnc(NC(=O)CN2C(=O)c3ccccc3S2(=O)=O)s1	-3	1	97	105	100	109	0	98
CCC1C(=O)C(CC)C(c2ccccc2)NC1c1ccccc1 (configuration not stated)	-4	-7	100	104	100	104	1	105
O=C(O)c1ccccc1-c1ccccc1C(=O)Nc1ccc2c(c1)[nH]c(=O)c1ccccc12	7	-4	90	102	101	104	3	107
CCOC(=O)c1sc(NC(=O)CSc2nc3c(cc2C#N)CCCCCC3)c(C#N)c1C	10	3	95	101	96	98	3	96
Nc1ccc(Cc2nc3c(ccc4ccccc43)[nH]2)cc1	-1	6	92	109	104	103	28	102
C=CCn1c(C)cc(C(=O)CN2C(=O)c3ccccc3S2(=O)=O)c1C	2	-2	111	104	94	99	-9	98
CN(c1ccccc1)S(=O)(=O)c1ccc(Cl)c(C(=O)Nc2ccc(-c3nc4ccccc4[nH]3)cc2)c1	5	6	96	105	99	104	-2	106
COC(=O)c1cc(C#N)c(Oc2cccc(C)c2C)nc1C	-11	1	95	116	101	99	3	96
CCS(=O)(=O)Nc1cccc(C2=NN(C(=O)c3ccco3)C(c3ccco3)C2)c1 (configuration not stated)	-1	-11	99	95	102	101	1	99
CC(=O)OCP(C)(=O)COC(C)=O	1	-7	101	101	102	105	2	100
O=C(O)CSCC(=O)N1CCCN(c2ccc(C(F)(F)F)cn2)CC1	nt	nt	94	100	97	94	nt	99
Cn1c(CC(=O)Nc2ccccc2F)nnc1SCC(=O)NC1CCCC1	4	-3	95	109	116	94	1	102

# Some entries already given, reduced to procasp7 counter, CIT2 TOR yeast and RPL19A TOR yeast.
mol	procasp7 counter	CIT2 TOR yeast	RPL19A TOR yeast
CC(C)(C)NS(=O)(=O)c1ccc(-c2csnn2)s1	8	93	103
CCS(=O)(=O)N1Cc2ccccc2CC1C(=O)Nc1ccc(OC)c(OC)c1 (configuration not stated)	9	116	105
Cc1ccc(C2N3CC4([N+](=O)[O-])CN2CC([N+](=O)[O-])(C3)C4(C)C)cc1 (configuration not stated)	13	82	104
